Bioassay records from PubChem BioAssay.
DUSP3 inh: VHR1 (DUSP3) phosphatase inhibition. AID 1992. inhibition, % at 20 µM. recombinant VHR phosphatase, colorimetric substrate read-out. P51452. 0.7% of 50,000 active; in the data active = inhibition above about 60%; also: some results filed as inactive read as strong as hits
Target sequence (P51452 whole entry, looked up): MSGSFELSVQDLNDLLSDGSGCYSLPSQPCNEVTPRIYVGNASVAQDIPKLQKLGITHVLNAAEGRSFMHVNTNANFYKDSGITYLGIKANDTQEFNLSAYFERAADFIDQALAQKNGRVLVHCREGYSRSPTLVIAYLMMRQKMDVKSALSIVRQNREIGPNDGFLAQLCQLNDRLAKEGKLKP
Active calls of the source: *. Some of the compounds tested. The share of hits here may be higher or lower than overall.

SMILES | DUSP3 inh
CS(=O)(=O)N1CCN(Cc2ccc(Cl)cc2)CC1 | -2
O=C(O)COc1ccc2c(=O)c(Oc3ccccc3Br)coc2c1 | -5
O=C(Nc1ccc(Cl)c(Cl)c1)N1CCc2ccccc21 | -9
CCOC(=O)C1=C(C)NC2=C(C(=O)CCC2)C1c1ccc(N(CC)CC)cc1 (stereo not drawn) | -3
O=C(O)/C=C/c1cccc(N2C(=O)C=CC2=O)c1 | -8
CCOC(=O)c1ccccc1NC(=O)C(C)Oc1ccc(Cl)cc1C (stereo not drawn) | -18
Cc1ccc(C)c(N2C(=O)C3C4C=CC(C4=C4CCCCC4)C3C2=O)c1 (stereo not drawn) | -16
Cc1ccc(S(=O)(=O)C/N=C(/NC(=S)N(c2ccccc2)c2ccccc2)c2ccccc2)cc1 | 1
CCOc1ccccc1OCCN1CCCC1 | -15
O=C(/C=C/c1ccco1)/C=C/c1ccc(-c2ccc(Cl)c(Cl)c2)o1 | 89*
CCOC(=O)c1[nH]cnc1C(=O)NCc1ccccc1 | 22
CCOc1cc(/C=N/Nc2nc(N3CCCCC3)nc(N3CCCCC3)n2)ccc1OC | -14
O=C(/C=C/c1ccccc1[N+](=O)[O-])c1ccc(Cl)cc1 | -2
CC(=O)Oc1ccc(C)cc1N1C(=O)c2ccc(C(=O)O)cc2C1=O | 5
CCOc1ccc(N2C(=O)NC(=O)/C(=C/c3cc(Br)c(OCC)c(OC)c3)C2=O)cc1 | 13
Cc1ccc(C2CC(C(F)(F)F)n3nc(C(=O)N4CCN(C)CC4)c(Cl)c3N2)cc1 (stereo not drawn) | 1
COc1ccc2ccccc2c1/C=C1/C(=O)NC(=S)N(c2ccc(Br)cc2)C1=O | 12
CSc1ccc(-c2ncnn2-c2ccccc2Cl)cc1 | -2
NS(=O)(=O)c1cccc(NC(=O)c2cccc([N+](=O)[O-])c2)c1 | -4
O=C(COc1ccc2ccccc2c1)NCc1ccc(F)cc1 | -4
COc1ccc(-c2nc(=S)c3c(n2CCCO)CCCC3)cc1 | 10
CCOC(=O)C1=C(O)/C(=C/c2cc(C)n(-c3cccc(Cl)c3)c2C)N=C1C | -5
Clc1ccccc1C=NN1CCN(Cc2ccccc2Cl)CC1 | -15
O=C(Nc1ccc(Cl)c(-c2nc3ccccc3s2)c1)c1ccc([N+](=O)[O-])o1 | 32
CCOc1ccccc1NC(=O)COc1cccc(Cl)c1 | 1
COc1ccc(CCNCc2cccc([N+](=O)[O-])c2)cc1OC | -4
O=C(N/C(=C/c1cccc([N+](=O)[O-])c1)C(=O)N1CCCC1)c1ccccc1 | -7
Cc1ccc(CN2CCN(/N=C/C=C\c3ccco3)CC2)cc1 | -12
COc1ccc(-c2noc(-c3ccc(Cl)cc3Cl)n2)cc1 | -17
O=C(O)COc1ccc(/C=C2/C(=O)NC(=O)N(c3ccccc3)C2=O)cc1 | 17
O=C(N/C(=C/c1ccc(Br)cc1)C(=O)N1CCCC1)c1ccccc1F | -6
Cc1ccc2nc(/C(C#N)=C/c3cc4c(cc3[N+](=O)[O-])OCO4)[nH]c2c1 | 22
Cc1ccnc(N/C=C/C(=O)c2ccc(Br)cc2)c1 | 20
Cc1cc(OCCN2CCCCC2)cc(C)c1Cl | 4
CSCCOC(=O)C1=C(C)NC(=O)NC1c1cccc(Cl)c1 (stereo not drawn) | -21
O=C(O)CCC(=O)Nc1cccc(Oc2ccc3c(c2)C(=O)N(c2cccc(NC(=O)CCC(=O)O)c2)C3=O)c1 | -6
CCC(=O)Nc1ccc(NC(=O)c2cc(OC)c(OC)c(OC)c2)cc1 | -13
COC(=O)C1=C(C)NC2=C(C(=O)CC(c3ccccc3)C2)C1c1cc(OC)c(OC)cc1[N+](=O)[O-] (stereo not drawn) | 21
O=C(Nc1ccc(Cc2ccncc2)cc1)c1cccs1 | 0
O=C(Nc1ccc(O)cc1C(=O)O)c1ccc(Cl)c(Cl)c1 | 3
CC1(C)Cc2ccccc2/C(=C/C(=O)c2ccccc2[N+](=O)[O-])N1 | -23
COc1ccc(C(=O)NC(C(Cl)(Cl)Cl)S(=O)(=O)c2ccc(C)cc2)cc1OC (stereo not drawn) | 5
Cc1c(Cc2ccccc2)c(=O)oc2c(C)c(OCC(=O)C(C)(C)C)ccc12 | -9
COc1ccc(-c2cc(O)cc(O)c2)cc1 | 35
Cc1cccc(C)c1NC(=O)/C=C/c1cccc([N+](=O)[O-])c1 | 1
Cc1ccc(C(=O)N2CCC(Cc3ccccc3)CC2)o1 | 1
O=C(CN1CC[n+]2c(-c3cccs3)csc21)c1ccccc1 | 39
COC(=O)Cn1c(O)c(N=NC(=O)c2cc(C)[nH]n2)c2ccccc21 | -6
Cc1cc(OC(C)C)c2c3c(c(=O)oc2c1)CCC3 | -4
COc1ccc(C(CC(=O)c2ccc(C)cc2)Nc2ccc(Cl)cc2)cc1OC (stereo not drawn) | -6
COCCCN1C(=O)/C(=C\c2ccc(SC)cc2)C(C(=O)OC)=C1C | 10
COc1ccc(N2C(=O)/C(=C/c3cc(Br)c(OC)c(OC)c3)C(=O)NC2=S)cc1 | 15
O=C1C(=O)N(c2ccccn2)C(c2cccnc2)/C1=C(/O)c1cccc(Br)c1 (stereo not drawn) | 0
O=C(COc1ccc(Cl)cc1)Nc1ccccc1 | 15
Cc1ccccc1-c1nc2cc(Cl)ccc2o1 | -11
CC(=O)NC1=C(C(C)=O)C2C(C1)C2(C)C (stereo not drawn) | -13
COc1cc(/C=C2/C(=O)N(c3ccccc3)N=C2C)ccc1OC(=O)c1cccs1 | 0
CN1CCN(NC(=O)CN2C(=O)/C(=C/c3ccccc3Cl)SC2=S)CC1 | 12
O=C(Nc1ccccc1)Nc1ncccn1 | -9
COc1ccccc1/C=N/NC(=O)CSc1nc(C)cc(C)n1 | -32
Further compounds.
SMILES | DUSP3 inh
COc1ccc(-c2nnc(NC(=O)c3cccc4ccccc34)s2)cc1 | -14
Cc1sc2nc(SCc3ccc(C(=O)NCCO)cc3)[nH]c(=O)c2c1C | 22
COc1cc(/C=C2\C(=O)NN(c3ccccc3)C2=O)cc(OC)c1OC | 41
CCOc1ccccc1NC(=O)c1ccc(Cl)cc1Cl | -1
Cc1ccc(-c2[nH]n3c(=O)c4c(nc3c2C)CCS4)cc1 | -19
CCOC(=O)C1=C(N)Oc2cc(O)ccc2C1c1ccc([N+](=O)[O-])cc1 (stereo not drawn) | -10
COc1ccc(N(CC(=O)Nc2ccc(Cl)cc2)S(=O)(=O)c2ccccc2)cc1Cl | -10
O=C1c2ccccc2C(=O)N1CCCSc1nnc(-c2cccs2)n1-c1ccccc1 | -9
CCC(NC(=O)c1ccccc1NC(=O)c1ccco1)C(=O)O (stereo not drawn) | -10
C=CCc1ccccc1OCc1nnc(NC(=O)Nc2ccccc2)s1 | -3
O=c1oc2ccccc2c(O)c1/C=C1\C=Nc2ccccc21 | 3
O=C(Nc1c(Cl)cccc1Cl)c1ccccc1 | -4
Cc1n[nH]c(C)c1Sc1ccccc1N=Cc1ccc2ccccc2c1 | -30
COc1ccc(C2C(C(C)=O)=C(Nc3ccccc3)CC(C)(O)C2C(C)=O)cc1 (stereo not drawn) | -10
CCc1cccc(C)c1NC(=O)CCCC(=O)O | 5
Cc1[nH]n(-c2ccc(Cl)cc2)c(=O)c1C=Nc1ccc(S(=O)(=O)N2CCOCC2)cc1 | -22
COC(=O)c1c(NC(=O)c2ccco2)sc2c1CCC(C)C2 (stereo not drawn) | -3
Cc1ccc(C(=O)Nc2ccc(NC(=O)c3ccco3)cc2)cc1C | -20
O=C(CSc1nnc(-c2ccco2)o1)Nc1ccc(F)cc1 | -10
Cc1cc(OCC(=O)Nc2ccc3c(c2)OCCO3)cc(C)c1Cl | -10
CCOc1ccc(C(=O)Nc2ccc(O)c(-c3nc4ccccc4s3)c2)cc1Cl | -14
O=C(CSc1nc2sc3c(c2c(=O)[nH]1)CCCC3)NCc1cccnc1 | -4
CC(=O)/C(C1=C(C(C)(C)C)C(=O)C(=O)C(C(C)(C)C)=C1)=C(/C)O | -37
Cc1ccc(COc2ccccc2C=C2C(=O)NC(=S)NC2=O)cc1 | 3
Cc1c(N(C(=O)c2ccc(F)cc2)C(C)C)c(=O)n(-c2ccccc2)n1C | -13
O=C(NC(Nc1ccc([N+](=O)[O-])cc1)C(=O)c1ccccc1)c1ccco1 (stereo not drawn) | -14
COc1ccc(C(=O)N2CCN(Cc3ccc(C)cc3C)CC2)cc1 | 18
Cc1cc(C)cc(NC(=O)COc2ccc(C(C)C)cc2)c1 | -3
O=C(O)Cc1ccc(/C(=N\O)c2cccs2)s1 | 3
COC(=O)c1cc(C(=O)N(Cc2ccccc2)c2ccccn2)cc([N+](=O)[O-])c1 | 18
CCOC(=O)c1c(NC(=O)c2ccco2)sc2c1CCC(CC)C2 (stereo not drawn) | 73*
Cc1ccc(-n2c(C)cc(C=O)c2C)cc1C | -29
Cc1cc(C)cc(NC(=O)c2c(-c3c(Cl)cccc3Cl)noc2C)c1 | -1
CC(=O)Nc1ccc(NC(=S)NC(NC(=O)c2ccc(C)cc2)C(Cl)(Cl)Cl)cc1 (stereo not drawn) | -25
COC(=O)c1cccc(-n2c(C)cc(/C=C3\SC(NC(C)=O)=NC3=O)c2C)c1 | 50
COC(=O)c1c(NC(=O)c2ccc(F)cc2)sc(Cc2ccccc2)c1C | -8
O=C(O)C1C2CCC(C2)C1C(=O)Nc1nc(-c2ccc(F)cc2F)cs1 (stereo not drawn) | -14
O=C1NC(=O)N(c2cccc(Br)c2)C(=O)/C1=C/c1cccs1 | 114
Cc1ccc(C(=O)NC2CC(C)(C)NC(C)(C)C2)cc1 | -2
Cc1sc(NC(=O)c2cccs2)c(C#N)c1C | -26
N/C(=N\OC(=O)c1ccc(Br)cc1)c1ccncc1 | -6
CC(C)(C)CC(C)(C)NC(=O)CSc1nnc(N)s1 | -1
COc1ccc(C(=O)Nc2sc3c(c2C(=O)OC(C)C)CCCC3)cc1OC | -9
NC(=O)c1ccc(NC(=O)Cc2ccc(Cl)cc2)cc1 | -3
Cc1ccc(NC(=O)CSc2nc3c(c(=O)n(C)c(=O)n3C)n2C)cc1C | -12
Cn1cnnc1Sc1nc2c(c(=O)n(C)c(=O)n2C)n1Cc1ccc(Cl)cc1Cl | -8
O=C(Nc1ccc(I)cc1Cl)c1ccc([N+](=O)[O-])cc1 | 5
CC1(C)N([O-])C2=C(c3ccccc3C2=O)[N+](=O)C1(C)C | 3
O=C(O)c1cc(C(=O)O)c2cc(Cl)ccc2n1 | -8
COc1ccc(CNC(=O)CSc2nc(-c3ccccc3)c(-c3ccccc3)[nH]2)cc1 | 26
CC(=O)Oc1ccc(/C(C)=N/N2CCN(Cc3cccc4ccccc34)CC2)cc1 | -12
Cc1cc(/C=C2/SC(=S)NC2=O)c(-c2ccccc2)n1-c1ccccc1 | 3
Cc1sc2ncn(-c3ccc(Cl)cc3)c(=O)c2c1C | 4
COc1ccc(NC(=O)CN(c2ccc(OC)cc2OC)S(=O)(=O)c2ccc(C)cc2)c(OC)c1 | -4
C/C(=C\c1ccc(Br)cc1)C(=O)c1c(C)cc(C)[nH]c1=O | -16
Cc1ccccc1OCC(=O)Nc1ccccc1-c1ccccc1 | -12
Cc1nnc(SCC(=O)NC(C)c2ccccc2)[nH]c1=O (stereo not drawn) | 6
O=C(O)c1cc(C(=O)O)cc(S(=O)(=O)Nc2ccc(Cl)c([N+](=O)[O-])c2)c1 | -3
Cc1ccc(C2=NN(C(=N)SC3CC(=O)N(c4ccc(C(=O)O)cc4)C3=O)C(c3ccc(Br)cc3)C2)cc1 (stereo not drawn) | -4
CC1=C(C#N)C(=O)NC(=O)/C1=C\c1ccc(-c2cc(C)c(C)cc2[N+](=O)[O-])o1 | 38

Part of the list above, as labelled records.
Molecule: O=C(O)c1cc(C(=O)O)c2cc(Cl)ccc2n1
  DUSP3 inh: -8

Molecule: COc1ccc(CNC(=O)CSc2nc(-c3ccccc3)c(-c3ccccc3)[nH]2)cc1
  DUSP3 inh: 26

Molecule: CC(=O)Oc1ccc(/C(C)=N/N2CCN(Cc3cccc4ccccc34)CC2)cc1
  DUSP3 inh: -12

Molecule: Cc1cc(/C=C2/SC(=S)NC2=O)c(-c2ccccc2)n1-c1ccccc1
  DUSP3 inh: 3

(listing goes on)
SMILES | DUSP3 inh
COc1ccccc1CC(=O)NC1CCCCCC1 | 4
CCc1nnc(NC(=O)c2ccccc2F)s1 | 13
C#CCSc1nncn1C(=O)/C=C/c1cccs1 | 5
O=C1/C(=C/c2ccc(I)o2)SC(=S)N1c1ccccc1 | -7
COc1ccc(OC)c(NC(=O)c2ccc(CN3CCOCC3)cc2)c1 | -55
CCNc1nc(NCC)nc(Oc2ccc(C(=O)OC)cc2)n1 | -8

An excerpt of these results, as tab-separated lines.
SMILES	DUSP3 inh
CCc1nnc(NC(=O)c2ccccc2F)s1	13
C#CCSc1nncn1C(=O)/C=C/c1cccs1	5
O=C1/C(=C/c2ccc(I)o2)SC(=S)N1c1ccccc1	-7
COc1ccc(OC)c(NC(=O)c2ccc(CN3CCOCC3)cc2)c1	-55
